EBI2 block – EBI2 (human) antagonism. P32249. hit rate 0.81% among 360,000. EBI2 beta-arrestin recruitment, luminescence, 7a,25-OHC stimulated. inhibition, % at 5 µM; in the data active means inhibition above about 38%;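 further: enzyme fragment complementation signal reports receptor beta-arrestin coupling in cells; 0% = agonist plus DMSO wells and 100% = wells without agonist; some results beyond the cut were filed as inactive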
Target sequence (P32249 whole entry, looked up, the tested form may be a part): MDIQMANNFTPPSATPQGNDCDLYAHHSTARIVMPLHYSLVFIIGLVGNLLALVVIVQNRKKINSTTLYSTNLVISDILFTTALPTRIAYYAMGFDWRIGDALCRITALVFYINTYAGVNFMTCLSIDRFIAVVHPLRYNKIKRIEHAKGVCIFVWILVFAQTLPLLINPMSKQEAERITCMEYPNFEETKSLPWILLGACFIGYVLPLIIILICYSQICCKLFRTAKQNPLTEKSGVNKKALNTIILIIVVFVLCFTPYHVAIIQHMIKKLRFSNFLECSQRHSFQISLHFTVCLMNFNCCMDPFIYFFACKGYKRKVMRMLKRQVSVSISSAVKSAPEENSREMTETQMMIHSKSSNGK
MPTP block – blocks calcium-induced mitochondrial swelling | inhibition, % at 10 µM | hit rate 1.4% among 360,000 | isolated mouse mitochondria, Ca2+ swelling absorbance, 30 min | AID 602449;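 active means inhibition of 50% or more, scaled per plate between neutral and stimulator controls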;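 further: 0% = DMSO wells given calcium and 100% = 1 mM EGTA wells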
A3A deaminase – inhibitors of human APOBEC3A DNA deaminase | P31941 | recombinant A3A, FAM/TAMRA ssDNA deamination fluorescence | hit rate 0.41% among 330,000 | inhibition, % at 20 µM | AID 493011;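 active means at least 40% inhibition at 20 µM here, with at most 30% in a related deaminase screen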;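 further: plate controls were A3A with DMSO for no effect and wells lacking A3A enzyme for full effect; some results filed as inactive read as strong as hits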
Gli-Sufu antag – antagonists of Gli-Sufu signaling; hit rate 0.74% among 340,000; inhibition, % at 5 µM; Sufu-KO-LIGHT fibroblasts, Gli luciferase reporter luminescence;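 active means inhibition above about 55%, limit read from the data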;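 further: 0% = DMSO-treated cells and 100% = wells with medium but no cells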
CXCR6 inh – blocks human CXCR6 beta-arrestin recruitment; AID 602244; hit rate 0.36% among 360,000; O00574; inhibition, % at 20 µM; CHO-K1 PathHunter CXCR6 beta-arrestin, luminescence; in the data active means inhibition above about 34%, passing the limit was not always enough;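 further: antagonist mode with CXCL16 agonist at 10 nM final; 0% = 10 nM CXCL16 with DMSO and 100% = unstimulated wells without agonist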
Target sequence (O00574 whole entry, looked up): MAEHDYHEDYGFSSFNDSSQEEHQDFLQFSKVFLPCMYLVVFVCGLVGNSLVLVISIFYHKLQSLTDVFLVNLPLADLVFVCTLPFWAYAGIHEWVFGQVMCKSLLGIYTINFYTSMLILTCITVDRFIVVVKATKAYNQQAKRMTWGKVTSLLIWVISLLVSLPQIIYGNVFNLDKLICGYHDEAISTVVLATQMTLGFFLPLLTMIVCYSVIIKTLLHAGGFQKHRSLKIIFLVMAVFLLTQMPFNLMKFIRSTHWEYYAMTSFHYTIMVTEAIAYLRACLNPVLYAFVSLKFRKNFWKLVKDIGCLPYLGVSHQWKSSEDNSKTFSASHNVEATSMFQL
APOBEC3G inh – APOBEC3G (human) deaminase inhibition. hit rate 0.28% among 330,000. recombinant A3G, ssDNA deamination FAM/TAMRA fluorescence. Q9HC16. inhibition, % at 20 µM;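 active means inhibition of at least 40% at 20 µM, with no more than 30% in the related APOBEC3A deaminase screen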;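 further: plate controls were DMSO wells with A3G for no effect and wells lacking A3G enzyme for full effect; some compounds called inactive have numbers as strong as hits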
CCR6 antagonist – blocks CCL20-driven beta-arrestin recruitment at human CCR6; inhibition, % at 20 µM; hit rate 0.49% among 340,000; CHO-K1 CCR6 PathHunter beta-arrestin, luminescence, CCL20-stimulated; P51684;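 active means compounds whose inhibition of the agonist-driven luminescence signal at 20 µM reaches about 50%, limit read from the data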;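 further: cells stimulated with CCL20 at 14 nM final; plate controls were DMSO with CCL20 for no effect and DMSO without agonist for full effect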
Target sequence (P51684 whole entry, looked up): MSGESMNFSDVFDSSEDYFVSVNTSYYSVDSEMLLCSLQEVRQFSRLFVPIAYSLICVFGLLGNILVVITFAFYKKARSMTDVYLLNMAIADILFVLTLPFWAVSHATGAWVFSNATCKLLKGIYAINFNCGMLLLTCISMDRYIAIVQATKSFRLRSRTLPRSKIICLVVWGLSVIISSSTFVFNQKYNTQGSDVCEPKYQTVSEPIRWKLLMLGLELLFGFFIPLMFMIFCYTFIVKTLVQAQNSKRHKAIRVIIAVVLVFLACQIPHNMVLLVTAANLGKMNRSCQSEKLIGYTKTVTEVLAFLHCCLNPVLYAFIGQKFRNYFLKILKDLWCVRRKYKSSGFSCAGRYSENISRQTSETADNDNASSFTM
GRIN3A LBD mod – modulates the human NR3A ligand-binding domain. NR3A LBD differential scanning fluorimetry, Tm shift; 0% = protein alone, 100% = glycine-bound protein. Tm shift relative to glycine control, % at 25 µM. hit rate 2.5% among 340,000. AID 1259313;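 active means melting temperature shift of at least 10% of the positive control shift, at one fixed dose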
Numbers without * were called inactive; . = no result given.

SMILES	EBI2 block	MPTP block	A3A deaminase	Gli-Sufu antag	CXCR6 inh	APOBEC3G inh	CCR6 antagonist	GRIN3A LBD mod
CC(C)c1ccc(N2C(=O)CC(NNC(=O)c3ccccc3Cl)C2=O)cc1 (centres undefined)	-8	2.4	-1	15	2	-9	-14	-1
CC(=O)c1cccc(N(CC(=O)Nc2ccc(S(=O)(=O)N3CCOCC3)cc2)S(C)(=O)=O)c1	8	-0.6	-1	-7	-3	-6	-3	0
CN(C)C(CNc1ncnc2sc3c(c12)CCCCC3)c1ccco1 (centres undefined)	6	3.8	13	12	-11	4	11	-3
CC(C)CNC(=O)c1nc(-c2ccccc2)n(-c2ccccc2)n1	-1	-6.7	3	5	1	2	17	0
CN(C)CCNC(=O)c1ccc(CS(=O)(=O)c2ccc(Br)cc2)o1	-5	0.1	2	5	-5	-1	0	1
O=C(CCCn1nnnc1CN1CCOCC1)N1CCC(c2ccccc2Cl)C1 (centres undefined)	-5	-1.0	0	20	10	1	-3	0
CC(C)(C)C(=O)C[n+]1cccc(C(N)=O)c1	4	0.6	-5	-8	-1	-7	-3	0
O=C(Nc1ncc(Cc2ccccc2Cl)s1)c1ccc([N+](=O)[O-])cc1	11	9.9	4	-2	11	-1	38	-3
O=C(c1cc2ccccc2o1)N(C1CC1)C1(C(=O)Nc2ccccc2)CCCC1	12	0.4	-1	13	0	-3	20	1
Cc1cc(C(=O)N(C)CC(=O)Nc2ccccc2C(F)(F)F)c(C)o1	-5	0.2	0	-6	11	-6	2	0
CCc1c(O)nc(SCc2ccccc2)n(C(C)CC)c1=O (centres undefined)	7	-0.8	-2	5	5	-5	5	0
O=C(N/N=C/c1ccc[nH]1)c1c[nH]c2ccccc12	-12	-0.8	-2	-15	0	-7	4	32*
O=C(NCC1CCN(C(=O)c2cccc([N+](=O)[O-])c2)CC1)c1cccc([N+](=O)[O-])c1	-12	0.4	-2	16	3	-11	-14	0
CCCCNC(=S)NCc1ccc2[nH]c3c(c2c1)CCCC3	2	1.1	-10	1	-3	-5	-3	-6
CN(CC1CCCO1)S(=O)(=O)c1ccc(C(=O)Nc2ccc(S(N)(=O)=O)cc2)cc1 (centres undefined)	-16	0.0	1	5	3	3	1	5
Cn1c(-n2c(CCCN3C(=O)c4ccccc4C3=O)nc3ccccc3c2=O)nc2ccccc21	-18	-3.6	0	3	24	9	36	-8
O=C(Nc1cccc(Cl)c1)ON=C1c2ccccc2-c2ccccc21	-2	86*	-4	-3	-6	-3	-13	5
CCN(CC(=O)Nc1ccccc1OC)C(=O)CSCc1ccc(C)cc1	14	-1.0	-3	.	12	1	10	1
CCn1cc(CN2CCN(Cc3ccc(OC)c(C)c3C)C(CCO)C2)c(C)n1 (centres undefined)	5	0.2	2	15	5	-2	17	0
CCc1ccc(S(=O)(=O)NCc2cccnc2)cc1	-6	-0.4	-5	1	3	-5	0	1
CCN(Cc1cnn(C)c1)Cc1nc(C(c2ccccc2)c2ccccc2)no1	2	0.9	-9	11	2	-5	1	0
CCOC(=O)N(NC(=O)C(O)(C(C)C)C(C)C)c1ccccc1	9	-0.1	-3	-3	0	-7	-3	-3
CC(=O)C(Sc1ncnc2c1nnn2-c1ccc(F)cc1)C(=O)N(C)C (centres undefined)	.	.	2	6	.	33	22	0
COc1ccc(C)cc1N(CC(=O)N1CCCCCC1)S(=O)(=O)c1ccc(C)cc1	-5	0.1	-5	17	6	-1	7	4
Cc1nc(COC(=O)c2c(C)nn(-c3ccccc3)c2C)cs1	-3	3.0	-1	-37	-4	1	6	-9
O=C(CN1C(=O)c2ccccc2S1(=O)=O)c1ccc2c(c1)OCCO2	-5	0.5	-3	94*	-5	-6	5	-2
COc1ccc(OCC(=O)Nc2ccc(N3CCN(Cc4ccccc4F)CC3)cc2)cc1	10	0.6	0	24	7	-7	5	4
O=C(CCC1CCCCC1)Nc1c2c(nn1-c1ccc(F)cc1)CS(=O)(=O)C2	19	-1.1	4	10	5	2	8	-2
Cc1cc(NC(=O)C2CC(c3ccccc3Cl)=NO2)no1 (centres undefined)	-8	-0.1	-1	1	1	0	3	-2
Cc1n[nH]c(C)c1Sc1ccccc1N=Cc1cc(Cl)cc([N+](=O)[O-])c1O	14	37	5	-12	55*	0	44	-13
CCOc1ccc(NC2CCCCC2NS(=O)(=O)c2ccccc2)cc1 (centres undefined)	-2	1.3	-6	5	0	0	15	-1
CCN(Cc1cc(=O)n2ccsc2n1)Cc1nc2cc(OC)c(OC)cc2c(=O)[nH]1	-8	1.4	8	-1	-4	1	4	2
O=C1c2cccc3c(O)ccc(c23)C(=O)N1Cc1ccco1	-9	-1.0	-30	5	-10	-94	-18	-3
O=C(NCCCc1ccccc1)c1ccc([N+](=O)[O-])cc1Cl	-4	-0.4	-4	-31	5	-7	-12	0
O=C(N/N=C/c1ccc(O)cc1O)C1CC1	-7	-0.5	-4	-2	-12	-4	13	0
Cc1onc(-c2ccccc2)c1C(=O)NCCc1c[nH]c2ccccc12	-3	1.4	0	6	-1	0	9	-2
Fc1ccc(CNc2ncnc3cc(Cl)ccc23)cc1	3	5.5	-4	5	-8	-6	13	-2
CCOC(=O)C1=C(O)c2ccccc2C(=O)/C1=C\c1ccc(CC)cc1	-12	67*	.	9	6	.	21	-8
COc1ccc2c(c1)CC=C1C2CCC2(C)C(=O)C(=NO)CC12 (centres undefined)	24	1.0	.	-3	-14	.	-28	4
Cc1ccc(S(=O)(=O)N2CCCOC2CNC(=O)C(=O)NCCC2=CCCCC2)cc1 (centres undefined)	1	8.0	-1	2	11	-7	10	-2
Cc1cc(NC(=O)COC(=O)c2cc(S(=O)(=O)N3CCOCC3)ccc2N2CCCCC2)no1	2	9.4	0	-3	8	-7	5	-1
CCOC(=O)c1ccc(NC(=O)Nc2ncccc2C)cc1	3	0.9	0	-59	-12	-8	8	0
CCCNC(=O)C(Cc1ccccc1C)NC(=O)c1ccc(C(F)(F)F)cc1 (centres undefined)	-24	1.4	-4	-15	-11	-7	3	1
CCNC(=S)N(Cc1c(C)noc1C)c1ccccc1	5	-0.4	1	-4	-6	-4	15	-1
C=CCc1ccc(OCC(O)CN2CCCCC2C)c(OC)c1 (centres undefined)	0	0.8	-5	3	-1	-9	-7	-8
O=C(NNC(=S)NC1CCCCC1)c1ccccc1O	-1	5.4	7	21	4	-10	13	-5
C=CCn1c(COc2ccccc2C)nnc1SCC(=O)O	-15	1.0	-1	3	2	-4	-1	-2
CCOC(=O)C1CCN(C(=O)Cn2nc(C)n3c(cc4cc(C)ccc43)c2=O)CC1	3	2.1	-1	16	7	-3	6	-3
O=C(COc1ccc([N+](=O)[O-])cc1)Nc1cc(C(=O)O)cc(C(=O)O)c1	2	-0.5	0	3	5	-4	3	-1
CC(=O)c1ccc(NC(=O)NNS(=O)(=O)c2ccc(F)cc2)cc1	-13	-0.2	-1	3	2	-5	12	-2
Cc1ccc(-n2[nH]c(C)c(C=Nc3ccc4[nH]c(=O)[nH]c4c3)c2=O)cc1	17	-0.8	-1	-11	-3	-10	7	-17
CN1CC(COCc2ccccc2)Oc2ccccc2S1(=O)=O (centres undefined)	2	-1.3	0	-5	-4	1	15	-2
CN(CC(=O)Nc1ccccc1Br)C(=O)c1cc(S(=O)(=O)N(C)C)ccc1N1CCCC1	5	1.7	-3	10	4	-9	12	0
COc1cccc(Oc2nnnn2-c2ccccc2)c1	3	4.1	1	-55	-1	-2	9	1
O=C(Nc1ccc(Nc2ccccc2)cc1)c1c(Cl)cccc1Cl	23	1.6	-3	-1	-1	-3	6	-1
O=C(OCC1OC(n2ccc(=O)[nH]c2=O)C(Cl)C1O)c1ccccc1 (centres undefined)	-3	-0.1	3	13	0	-9	12	0
CC(NC(=O)c1ccccc1F)c1nnc(SCc2nc3ccccc3c(=O)[nH]2)n1C (centres undefined)	-8	-1.4	1	25	1	-4	4	1
CCCC(=O)c1c(NC)cc(C)oc1=O	1	2.1	-2	1	3	-5	6	-2
COc1cc(C(=O)Oc2cc(C)cc(C)c2)cc(OC)c1OC	3	0.4	2	-4	6	-1	12	1
Cc1ccccc1-c1nc2c3ccccc3nc(=S)n2[nH]1	1	0.7	.	0	14	.	27	-2

Two of the compounds above, with each value named:
> O=C(OCC1OC(n2ccc(=O)[nH]c2=O)C(Cl)C1O)c1ccccc1 (centres undefined)
  EBI2 block: -3
  MPTP block: -0.1
  A3A deaminase: 3
  Gli-Sufu antag: 13
  CXCR6 inh: 0
  APOBEC3G inh: -9
  CCR6 antagonist: 12
  GRIN3A LBD mod: 0
> CC(NC(=O)c1ccccc1F)c1nnc(SCc2nc3ccccc3c(=O)[nH]2)n1C (centres undefined)
  EBI2 block: -8
  MPTP block: -1.4
  A3A deaminase: 1
  Gli-Sufu antag: 25
  CXCR6 inh: 1
  APOBEC3G inh: -4
  CCR6 antagonist: 4
  GRIN3A LBD mod: 1

(cont.)
SMILES	EBI2 block	MPTP block	A3A deaminase	Gli-Sufu antag	CXCR6 inh	APOBEC3G inh	CCR6 antagonist	GRIN3A LBD mod
O=C(COc1ccc(F)cc1)OCCN1CCOCC1	5	0.3	0	-2	-6	-4	6	-1
O=C(Nc1cccnc1)c1cc(-c2ccc(Cl)cc2)on1	-9	2.9	-2	8	-1	-10	-16	2
CC(=O)c1ccc(N2CCN(C(=O)CNS(=O)(=O)c3ccc4c(c3)OCCCO4)CC2)c(F)c1	15	-0.3	-3	-2	-6	-3	13	2
CCOC(=O)C1=C(CC)Nc2ccccc2N/C1=N\S(=O)(=O)c1ccccc1F	-17	-0.2	-1	-4	6	-5	7	4
O=C(c1ccco1)N1CCN(C(c2ccccc2Cl)c2nnnn2CC2CCCO2)CC1 (centres undefined)	5	-2.2	4	-16	-3	3	6	-3
NS(=O)(=O)c1ccc(N2CCN(C(=O)C3COc4ccccc4O3)CC2)nc1 (centres undefined)	1	0.7	-1	-3	1	-3	5	1
CCOC(=O)c1ccc(NC(=O)CCC(=O)NCc2ccco2)cc1	-10	-0.4	-2	0	2	-6	4	-3
COc1cc(-c2cc(C(=O)N3CCCCCC3)c3ccccc3n2)cc(OC)c1OC	6	0.0	-3	17	-1	-6	5	-1
Cc1cccc(S(=O)(=O)Nc2ccc(-c3cn4ccccc4n3)cc2)c1	-16	2.1	1	-18	-8	0	-11	-2
O=C(c1ccco1)N1CCC(n2nnc3ccccc32)CC1	-23	-1.0	-1	-2	0	-1	11	0
CC(=O)Nc1sc2c(c1C(c1ccccn1)N1CCCC1)CCCC2 (centres undefined)	4	-2.3	7	8	-12	-4	15	0
CCOC(=O)C1CCCN(C(=O)CNC(=O)c2nn(-c3ccc(OC)c(Cl)c3)c(=O)c3ccccc23)C1 (centres undefined)	-16	-1.1	0	6	-4	-3	7	-1
CCCc1cc(C(=O)N2CCCC(C(=O)c3cccc4ccccc34)C2)n(C)n1 (centres undefined)	4	9.9	-2	6	-4	-6	9	0
O=C(Cc1cccs1)Nc1cccc(C(=O)Nc2ccco2)c1	2	1.3	4	4	-7	1	2	-8
C=CCn1c(=O)c2ccc(C(=O)NCc3ccccc3)cc2n(Cc2cccc(Cl)c2)c1=O	55*	-0.1	-5	0	12	-8	26	2
CCCCn1c(N)c(N(CCOC)C(=O)CCN2C(=O)C3CC=CCC3C2=O)c(=O)[nH]c1=O (centres undefined)	-1	-0.5	.	10	10	.	8	3
CC(NS(=O)(=O)c1ccccc1)C(=O)NC1CCCC1 (centres undefined)	0	-0.3	3	-16	-12	-2	0	0
O=C(O)C1(c2ccccc2)CCN(S(=O)(=O)c2ccc(Br)cc2)CC1	2	-0.1	1	5	2	-5	12	0
Cc1ccc(CN2C(=O)C(Cc3ccccc3)Nc3ncnc(N4CCN(c5ccccc5)CC4)c32)cc1 (centres undefined)	60*	-0.4	2	-1	74*	-4	80*	0
O=C(NC1CCCc2ccccc21)C1CCN(S(=O)(=O)N2CCCCCC2)CC1 (centres undefined)	0	-1.8	-3	4	5	-4	10	0
